# Screening results (PubChem BioAssay)
# Anthrax LF inh2: Bacillus anthracis LF protease inhibitors, primary screen, biochemical, multiplex microsphere, MLPCN library. AID 588501, 2011. Lethal factor (Bacillus anthracis), P15917. multiplex microsphere protease cleavage assay. 360,000 compounds, 0.12% hits. inhibition, % at 10 µM; note: plate controls were buffer without enzyme for full effect and enzyme alone for no effect
# Target sequence (P15917 whole entry, looked up): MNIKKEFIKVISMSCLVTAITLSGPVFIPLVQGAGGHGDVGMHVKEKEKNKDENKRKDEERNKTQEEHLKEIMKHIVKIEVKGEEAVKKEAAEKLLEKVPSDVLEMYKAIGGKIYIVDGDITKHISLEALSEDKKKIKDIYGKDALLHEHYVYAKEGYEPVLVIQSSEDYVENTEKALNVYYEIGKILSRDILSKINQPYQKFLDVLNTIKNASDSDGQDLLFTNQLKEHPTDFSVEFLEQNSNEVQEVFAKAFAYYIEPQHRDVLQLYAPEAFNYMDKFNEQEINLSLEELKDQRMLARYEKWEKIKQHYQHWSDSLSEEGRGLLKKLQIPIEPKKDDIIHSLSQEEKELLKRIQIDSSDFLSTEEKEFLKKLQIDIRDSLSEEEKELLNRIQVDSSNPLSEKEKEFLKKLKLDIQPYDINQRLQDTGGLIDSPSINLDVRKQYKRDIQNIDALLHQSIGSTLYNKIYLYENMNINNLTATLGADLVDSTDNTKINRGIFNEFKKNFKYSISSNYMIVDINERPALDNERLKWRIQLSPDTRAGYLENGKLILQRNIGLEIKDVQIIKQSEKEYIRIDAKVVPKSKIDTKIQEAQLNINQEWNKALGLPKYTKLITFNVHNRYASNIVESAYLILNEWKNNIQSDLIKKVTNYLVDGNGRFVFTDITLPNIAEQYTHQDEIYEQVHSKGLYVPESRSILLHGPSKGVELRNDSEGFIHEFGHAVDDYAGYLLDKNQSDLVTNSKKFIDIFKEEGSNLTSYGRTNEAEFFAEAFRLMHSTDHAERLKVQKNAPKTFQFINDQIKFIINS
# PfHsp40 yeast: rescue of yeast from PfHsp40 toxicity, primary screen, S. cerevisiae, ATP luminescence. 340,000 compounds, 0.68% hits. S. cerevisiae expressing PfHsp40, growth rescue. growth rescue, % at 12.5 µM; in the data active = growth rescue above about 28%, passing the limit was not always enough; inconclusive = no clear call, values can overlap the other calls;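 note: yeast W303a lacking pdr1 and pdr3 grown in galactose medium; growth measured after three days at 30 °C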
# SARS 3CLpro inh: SARS-CoV 3CLpro protease inhibitors, primary screen, biochemical, quenched FRET. recombinant SARS-CoV 3CLpro, quenched FRET peptide cleavage. Replicase polyprotein 1ab (Severe acute respiratory syndrome coronavirus), P0C6X7. inhibition, % at 6 µM. AID 1706, 2009. 290,000 compounds, 0.14% hits; in the data active = inhibition above about 12%
# VHR inh abs: VHR1 phosphatase inhibitors, primary screen, biochemical, absorbance, uHTS; Dual specificity protein phosphatase 3 (Homo sapiens), P51452; recombinant VHR phosphatase, pNPP absorbance; inhibition, % at 13.3 µM; 290,000 compounds, 0.52% hits; in the data active = inhibition above about 50%; note: some compounds called inactive have numbers as strong as hits
# Target sequence (P51452 whole entry, looked up): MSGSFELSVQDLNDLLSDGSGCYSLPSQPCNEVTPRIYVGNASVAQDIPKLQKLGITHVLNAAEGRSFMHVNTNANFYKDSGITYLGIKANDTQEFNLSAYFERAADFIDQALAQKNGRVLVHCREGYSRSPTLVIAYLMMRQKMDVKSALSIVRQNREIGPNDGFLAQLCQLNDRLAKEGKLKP
# CCHFV vOTU inh: CCHFV vOTU protease inhibitors, primary screen, biochemical, Pep-AMC substrate, fluorescence; 370,000 compounds, 0.55% hits; AID 651958, 2012; inhibition, % at 11.5 µM; Crimean-Congo hemorrhagic fever virus L polyprotein viral ovarian tumor (vOTU) protease …; in the data active = inhibition above about 30%; note: 0% = vehicle wells with enzyme and 100% = no enzyme wells
# BoNT-A LC inh2: BoNT/A light chain protease inhibitors, primary screen, biochemical, flow cytometry, MLPCN library. multiplex microsphere protease substrate cleavage. Botulinum neurotoxin type A light chain protease (Clostridium botulinum A str. ATCC 3502). inhibition, % at 10 µM. 360,000 compounds, 0.17% hits. AID 588499, 2011; note: plate controls were buffer without enzyme for full effect and enzyme alone for no effect
# Y pestis TopoI: Yersinia pestis topoisomerase I inhibitors, primary screen, biochemical, cleavage product accumulation, plate reader, single point; 360,000 compounds, 0.064% hits; Y. pestis Topo-I cleavage product accumulation; DNA topoisomerase I (Yersinia pestis CO92); AID 504884, 2011; activity, % at 10 µM; in the data active = activity above about 50%, passing the limit was not always enough; inconclusive = no clear call, values can overlap the other calls; note: inactives centre near 2
# PriA SSB inh: inhibitors of Klebsiella pneumoniae PriA binding to SSB C-terminal tail, primary screen, biochemical, AlphaScreen; 430,000 compounds, 0.6% hits; AlphaScreen SSBct-PriA binding, biotinylated peptide; inhibition, % at 33 µM; PriA–SSB C-terminal tail interaction (Klebsiella pneumoniae); AID 1272365, 2023; in the data active = inhibition mostly above about 37%, no sharp cut-off; inactive = mostly below about 20%;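 note: plate controls were negative control peptide for no effect and reference peptide for full effect; strong numbers were not always called active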
# BH1578 lux ind: inducers of Vibrio cholerae quorum light production without autoinducers, primary screen, BH1578 luxS cqsA deficient, single point | 350,000 compounds, 0.16% hits | AID 588436, 2011 | V. cholerae BH1578 lux reporter, luminescence, 6 h | activation, % at 18.7 µM; in the data active = activation mostly above about 9.7%, no sharp cut-off; inconclusive = no clear call, values can overlap the other calls; inactive = mostly below about 3.7%; note: not every result past the cut was called active; inactives centre near 0; reference of the scale not given here
# TcdB inh: TcdB glycohydrolase inhibitors, primary screen, biochemical, single point, plate reader; Toxin B (Clostridioides difficile), P18177; AID 652162, 2013; TcdB glycohydrolase enzymatic assay; inhibition, % at 9.99 µM; 350,000 compounds, 0.24% hits; in the data active = inhibition above about 10%
# * hit, by the source's call; i = inactive; ? = inconclusive; . = not tested or not shown. Cut-off read from the data, not from the text of the source, unless noted: active = inhibition above about 30%; inconclusive = no clear call, values can overlap the other calls; inactive = below that.
SMILES,Anthrax LF inh2,PfHsp40 yeast,SARS 3CLpro inh,VHR inh abs,CCHFV vOTU inh,BoNT-A LC inh2,Y pestis TopoI,PriA SSB inh,BH1578 lux ind,TcdB inh
CC(C)(C)C(=O)C1=C(O)C(=O)N(Cc2ccccc2)C1c1ccccc1F (stereo not drawn),9,0.3,3,8,21,-3.3,-8,-1,-0.8,-0.2
CC1=C(C(=O)Nc2ccccn2)C(c2ccc(F)cc2)n2ncnc2N1 (stereo not drawn),3,0.6,4,0,2,0.0,-1,-18,-1.5,0.4
O=C1NC(Cc2ccccc2)c2nc3cc(F)ccc3c(=O)n2-c2cc3ccccc3cc21 (stereo not drawn),-2,.,.,.,15,-0.4,?,.,1.6,0.1
NC(=O)c1nsc(C(=O)N(Cc2ccco2)C(C(=O)NCc2ccc(F)cc2)c2ccc(O)cc2)c1N (stereo not drawn),-4,-0.8,-1,20,-4,0.9,-8,11,-0.3,-0.5
O=C(CSc1nnc(-c2ccccn2)n1Cc1ccccc1)N1CCCC1,0,-1.4,-1,20,8,-1.7,-2,-6,-7.7,.
Cc1ccc(N2C(=O)NC(=O)/C(=C/C=C/c3ccco3)C2=O)cc1,0,-0.5,-2,28,-1,-0.5,-4,-8,-0.4,.
CC1(C)C(C(=O)OCC(Cl)(Cl)Cl)N2C(=O)C(NC(=O)Cc3ccccc3)C2S1=O (stereo not drawn),-2,0.8,4,1,-15,1.9,-5,-7,i,0.2
CN(CC(=O)Nc1ccc(Cl)c(Cl)c1)C(=O)C12CC3CC(CC(C3)C1)C2,0,-0.9,2,-4,-5,0.2,-5,-1,i,0.8
COCCCNC(=O)C1=CCN(S(=O)(=O)c2ccc(C)cc2)CC1,2,-1.8,-1,-2,8,1.4,-5,7,0.7,0.9
COC(C(=O)Nc1ccc(S(=O)(=O)N2CCCCC2)cc1)c1ccccc1 (stereo not drawn),-3,4.0,0,16,-14,0.4,20,9,-0.6,1.4
CCc1cccc(NC(=O)CS(=O)Cc2nc(-c3ccc(C)cc3)oc2C)c1 (stereo not drawn),2,0.2,-1,17,5,-0.3,8,-10,i,-1.1
Cn1c(=O)n(C)c2cc([N+](=O)[O-])c(N3CCN(C(=O)c4ccccc4Br)CC3)cc21,1,-0.1,0,12,-11,0.4,8,14,-0.5,2.2
CNC(=O)CSc1nnc(-c2ccc(S(=O)(=O)N3CCCC3)cc2)n1-c1cccc(C)c1C,4,-0.7,-9,-5,-5,0.2,26,-13,i,.
O=C(O)C1C2CCC(C2)C1C(=O)NCCCn1ccnc1 (stereo not drawn),-12,0.4,.,-4,7,-0.8,6,-29,2.6,.
Cn1cccc1C(=O)OCC(=O)NNC(=O)c1ccc([N+](=O)[O-])cc1,.,-2.0,.,.,-1,.,-4,-7,i,2.4
CC(C)OC(=O)c1cccc(C(=O)Nc2cccc(NC(=O)c3cccc(C(=O)OC(C)C)n3)n2)n1,1,-0.8,-1,6,2,0.0,-8,-7,i,-0.4
CSc1nc2ccccc2nc1N(C)S(=O)(=O)c1ccc(C)cc1,-4,-0.7,-1,1,9,0.2,-5,-1,i,3.1
O=C(Nc1cccnc1)c1cc(-c2ccc3c(c2)OCO3)on1,0,-1.2,0,15,1,-0.5,7,5,i,.
NC(=O)C1CN(C(=O)c2nn(Cc3ccccc3)c(=O)c3ccccc23)c2ccccc2O1 (stereo not drawn),1,0.3,.,.,6,1.1,4,-12,-3.7,-2.6
CC(C)Nc1nnc(SC(C)C(=O)NCc2ccc3c(c2)OCO3)s1 (stereo not drawn),0,-0.8,6,18,-7,0.2,8,-8,-0.8,1.5

# Nine structures out of the list, arranged by number of heavy atoms, lowest first:
SMILES,Anthrax LF inh2,PfHsp40 yeast,SARS 3CLpro inh,VHR inh abs,CCHFV vOTU inh,BoNT-A LC inh2,Y pestis TopoI,PriA SSB inh,BH1578 lux ind,TcdB inh
O=C(O)C1C2CCC(C2)C1C(=O)NCCCn1ccnc1 (stereo not drawn),-12,0.4,.,-4,7,-0.8,6,-29,2.6,.
O=C(Nc1cccnc1)c1cc(-c2ccc3c(c2)OCO3)on1,0,-1.2,0,15,1,-0.5,7,5,i,.
COCCCNC(=O)C1=CCN(S(=O)(=O)c2ccc(C)cc2)CC1,2,-1.8,-1,-2,8,1.4,-5,7,0.7,0.9
CC(C)Nc1nnc(SC(C)C(=O)NCc2ccc3c(c2)OCO3)s1 (stereo not drawn),0,-0.8,6,18,-7,0.2,8,-8,-0.8,1.5
COC(C(=O)Nc1ccc(S(=O)(=O)N2CCCCC2)cc1)c1ccccc1 (stereo not drawn),-3,4.0,0,16,-14,0.4,20,9,-0.6,1.4
CCc1cccc(NC(=O)CS(=O)Cc2nc(-c3ccc(C)cc3)oc2C)c1 (stereo not drawn),2,0.2,-1,17,5,-0.3,8,-10,i,-1.1
Cn1c(=O)n(C)c2cc([N+](=O)[O-])c(N3CCN(C(=O)c4ccccc4Br)CC3)cc21,1,-0.1,0,12,-11,0.4,8,14,-0.5,2.2
NC(=O)C1CN(C(=O)c2nn(Cc3ccccc3)c(=O)c3ccccc23)c2ccccc2O1 (stereo not drawn),1,0.3,.,.,6,1.1,4,-12,-3.7,-2.6
CC(C)OC(=O)c1cccc(C(=O)Nc2cccc(NC(=O)c3cccc(C(=O)OC(C)C)n3)n2)n1,1,-0.8,-1,6,2,0.0,-8,-7,i,-0.4

# Remaining list, next part.
SMILES,Anthrax LF inh2,PfHsp40 yeast,SARS 3CLpro inh,VHR inh abs,CCHFV vOTU inh,BoNT-A LC inh2,Y pestis TopoI,PriA SSB inh,BH1578 lux ind,TcdB inh
O=C1c2cc(Cl)ccc2OC2(CCNCC2)C12CC(c1ccc(Cl)cc1)=NO2 (stereo not drawn),-5,0.7,.,15,.,-0.1,-5,13,-1.4,.
CCN(CC)S(=O)(=O)c1ccc(N/N=C(\C)c2ccc(OC)cc2O)nc1,-8,4.1,4,-1,21,-0.7,-1,.,i,0.0
COc1ccccc1NC(=O)c1ccc(NC(=O)C2CC2C)cc1 (stereo not drawn),-10,1.6,.,.,3,0.8,-1,3,-1.6,-2.3
COCCn1nnnc1C(c1ccccc1Cl)N1CCN(c2ccccc2OC)CC1 (stereo not drawn),-2,0.0,2,29,4,-0.4,27,3,-0.4,.
CC(C)(C)OC(=O)CN1C(=O)C(Sc2n[nH]c(-c3ccccc3)n2)CCc2ccccc21 (stereo not drawn),1,6.9,2,20,7,-0.5,29,11,-0.5,1.9
COc1ccc(-c2nc(N=Nc3ccc(O)cc3)n[nH]2)cc1,-3,-0.8,-4,2,9,-2.4,-12,19,-2.4,4.2
CSc1cccc(CN2CCN(Cc3ccccc3)C(CCO)C2)c1 (stereo not drawn),1,-2.0,6,43,-7,-0.3,-5,-13,i,1.2
COc1cc(OC)nc(Nc2nc(C(C)N)cs2)n1 (stereo not drawn),-1,.,.,.,15,0.0,8,.,i,0.3
CN1CCC(N(C)Cc2cccnc2)CC1,-3,0.4,-4,10,17,-0.2,7,2,-4.5,.
C[C@@H](C(=O)Nc1nc2ccccc2s1)N1C(=O)C2CC=CCC2C1=O (stereo partly drawn),0,0.3,3,-3,-1,0.5,2,6,-0.8,0.8
O=C(NCCc1ccc(F)cc1)c1cc(=O)c2ccccc2o1,0,-0.4,-2,-24,4,0.0,6,-11,-0.7,0.7
COC(=O)c1sc(S(=O)(=O)N2CCC(C(=O)O)CC2)c(C(=O)OC)c1C,0,0.4,-1,13,-3,0.1,6,-12,-1.2,.
COc1cc(C(F)(F)F)nc(-c2ccccn2)n1,5,0.6,2,2,1,-1.9,0,-5,-0.2,4.9
Nn1c(Cc2cccc3ccccc23)nnc1SC1CCOC1=O (stereo not drawn),-1,0.2,0,4,-19,0.4,-6,-9,-0.2,.
CC(C)Nc1nc(Cl)nc(NC2CCCCC2)n1,-16,-1.2,2,-10,-9,?,-3,-5,-0.2,-0.1
COc1ccc(CNC(=O)CN2C(=O)C(C)N(c3ccc(C)cc3)C2=O)cc1 (stereo not drawn),-1,-0.8,0,12,2,0.6,-11,-6,-0.3,.
O=C(CN(Cc1ccccc1)S(=O)(=O)c1ccc(F)cc1)NCc1ccncc1,1,1.2,-8,12,13,0.9,4,-12,-0.2,0.6
CC1(C)CC(C(=O)NCCC(c2ccccc2)c2ccco2)CCO1 (stereo not drawn),-3,-0.5,-6,37,5,-0.2,2,8,i,2.8
CNc1cnn(-c2ccc(C)cc2)c(=O)c1Sc1ccc(C)cc1,-7,-1.1,5,22,10,-1.3,6,-3,1.5,1.4
COC(=O)c1[nH]c2ccc(C)cc2c1NC(=O)CN1CCN(C(=O)c2ccccc2)CC1,-4,-0.7,-1,6,-2,-0.1,0,1,i,.
C/C(=N\NC(=O)c1cc(C)nc2ccccc12)c1ccncc1,.,0.0,0,-2,-1,.,-6,.,i,-0.6
COc1ccc(CCNC(=O)C2CC(=O)N(c3ccc(Br)cc3)C2)cc1OC (stereo not drawn),0,2.4,3,11,5,-0.2,2,-13,-0.2,0.4
COc1ccc(OC)c(-c2c(=O)n(OCc3ccccc3Br)c3ccccc3[n+]2[O-])c1,-2,0.1,-2,-6,21,0.4,25,8,-0.7,.
CCOc1ccc(NC(=O)Cc2ccc(NC3=NC4CS(=O)(=O)CC4S3)cc2)cc1 (stereo not drawn),-6,-0.1,-6,25,3,-1.5,-5,-6,-0.6,0.5
O=C1Cc2ccccc2Sc2ccccc21,1,0.2,0,14,4,0.7,1,-40,-0.1,.
CC(O)(c1ccccc1)c1nc(-c2cccc(C(F)(F)F)c2)cs1 (stereo not drawn),2,.,.,.,5,-0.1,5,.,-1.2,1.1
COc1nc(OC)nc(N2CCC(NC(=O)C(Cc3cccc(OC)c3OC)NC(C)=O)CC2)n1 (stereo not drawn),-2,-0.5,-1,11,14,-0.7,1,-5,i,1.4
c1ccc(-c2noc(-c3ccccc3-c3ccccc3)n2)cc1,-3,1.3,2,-4,10,-0.5,7,-64,i,1.2
CCn1c(NC2CCCCC2)nc2ccccc21,-2,0.5,-2,-9,-6,0.6,-6,0,0.3,.
CC(C)c1nc2oc3c(N4CCN(C)CC4)ncnc3c2c2c1CCC2,8,-1.2,.,4,-11,3.4,12,-24,-0.6,.
O=C(NCCNC(=O)c1ccc(Cl)cc1Cl)c1ccc(Cl)cc1Cl,-6,.,.,.,-3,-0.2,.,.,.,1.1
COc1cccc(-n2nnc3c(=O)n(Cc4cccc(F)c4)cnc32)c1,-5,-1.6,-2,4,9,1.6,-7,-16,-0.9,.
COc1ccccc1N1CCN(C(=O)c2ccc(-c3ccc(Cl)cc3)o2)CC1,-8,5.9,.,.,7,-0.3,33,6,i,0.2
CN(c1ccccc1)S(=O)(=O)c1ccc(NC(=O)COc2ccccc2)cc1,2,-0.1,4,14,3,-1.9,-8,-2,-1.6,-2.6

# These rows are one share of the data; rates above refer to the full screens.
